Screening results: PubChem, several laboratories
Furin inhibitor: human furin inhibitors, primary screen, biochemical, fluorescence intensity | P09958 | purified furin, fluorogenic substrate cleavage | inhibition, % at 30 µM | hit rate 0.061% among 220,000 | AID 463115, 2010; in the data active = inhibition above about 25%; note: inactives centre near -15
Cl transport mod: KCC2 cotransporter modulators, thallium flux, primary screen, cell-based, HEK293 KCC2, FluoZin-2 fluorescence, MLSMR | AID 1456, 2008 | KCC2 cells, thallium flux FluoZin-2 fluorescence | B-score of Tl+ flux slope (higher = more flux/activation; lower = inhibition) at 10 µM | hit rate 2.2% among 190,000 | Solute carrier family 12 member 5 (Homo sapiens), Q9H2X9;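 active = thallium flux slope and its plate-corrected score both differing from the plate sample mean at a set confidence after two filtering rounds, in either direction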;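 note: slope of fluorescence scaled to starting intensity during 10 to 20 s after thallium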
eIF4E-4G inh: eIF4E–eIF4G protein interaction inhibitors, primary screen, biochemical, uHTS, TR-FRET, eIF4GI fragment; TR-FRET eIF4E-eIF4GI(517-606) binding, 2 h; inhibition, % at 21.7 µM; hit rate 0.37% among 220,000; AID 782, 2007;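 note: 0% = full FRET control wells and 100% = background wells lacking eIF4GI fragment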
NCF1 inh: p47phox/p22phox peptide binding inhibitors, primary screen, biochemical, uHTS, NADPH oxidase regulatory subunit; Neutrophil cytosol factor 1 (Homo sapiens), P14598; fluorescence polarization, 2 h; inhibition, % at 24.7 µM; hit rate 0.53% among 220,000;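 note: 0% = p47phox with labelled peptide and 100% = labelled peptide alone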
Target sequence (P14598 whole entry, looked up): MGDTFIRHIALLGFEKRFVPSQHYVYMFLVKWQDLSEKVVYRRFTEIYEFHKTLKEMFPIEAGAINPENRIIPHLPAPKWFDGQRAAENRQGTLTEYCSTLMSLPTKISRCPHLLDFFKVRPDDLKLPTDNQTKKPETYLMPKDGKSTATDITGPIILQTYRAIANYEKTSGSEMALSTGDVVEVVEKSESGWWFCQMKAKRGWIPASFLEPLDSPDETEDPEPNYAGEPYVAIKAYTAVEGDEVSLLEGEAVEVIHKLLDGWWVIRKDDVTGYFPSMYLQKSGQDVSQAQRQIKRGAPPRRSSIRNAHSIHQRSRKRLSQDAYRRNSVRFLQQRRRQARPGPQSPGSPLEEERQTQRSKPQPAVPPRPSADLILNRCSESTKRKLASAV
14-3-3 Bad inh: inhibitors of 14-3-3 zeta/Bad binding, primary screen, biochemical, TR-FRET, bovine 14-3-3 zeta | 14-3-3 protein zeta/delta (Bos taurus), P63103 | TR-FRET 14-3-3zeta/Dy647-pBad peptide displacement, 1 h | inhibition, % at 21.7 µM | hit rate 0.71% among 220,000 | AID 781, 2007;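 active = inhibition above about 70%, limit read from the data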;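 note: 0% = full 14-3-3 plus peptide FRET controls and 100% = background without 14-3-3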
Target sequence (P63103 whole entry, looked up): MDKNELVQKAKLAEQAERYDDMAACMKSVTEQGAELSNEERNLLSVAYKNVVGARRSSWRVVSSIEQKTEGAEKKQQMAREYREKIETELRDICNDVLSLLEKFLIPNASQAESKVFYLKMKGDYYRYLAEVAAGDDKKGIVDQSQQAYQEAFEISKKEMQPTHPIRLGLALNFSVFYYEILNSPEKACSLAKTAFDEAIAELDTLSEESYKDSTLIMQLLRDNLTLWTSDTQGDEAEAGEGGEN
thrombin 1536: human alpha-thrombin inhibitors, primary screen, counter-screen for coagulation protease inhibitor project, biochemical, 1536-well, fluorogenic AMC substrate; Prothrombin (Homo sapiens), P00734; Boc-VPR-AMC fluorogenic substrate cleavage; inhibition, % at 5 µM; hit rate 0.26% among 220,000; AID 1046, 2008;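 active = inhibition at or above 40%; inactive = inhibition below 40%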;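 note: 0% = enzyme with no compound and 100% = wells without enzyme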
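Test system: human alpha-thrombin protein / Dosing: one concentration per compound, 5 µM, with 0.2% DMSO / Medium: pH 7.5 Tris-saline with Tween 20 / Benchmarks: no-compound enzyme wells and no-enzyme blanks / Read-out basis: percent inhibition of thrombin substrate cleavage / Timing: reaction at room temperature / Measured by: fluorescence, ex 355 nm, em 460 nm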
EBV gp42 inh: Epstein-Barr virus gp42 inhibitors, primary screen, biochemical, uHTS, fluorescence polarization | Glycoprotein 42 (Epstein-Barr virus (strain AG876)), Q1HVG2 | Fluorescence polarization binding assay, mP read-out | inhibition, % (tested at 21.74 µM) | hit rate 0.42% among 220,000; in the data active = inhibition above about 50%
Target sequence (Q1HVG2 whole entry, looked up): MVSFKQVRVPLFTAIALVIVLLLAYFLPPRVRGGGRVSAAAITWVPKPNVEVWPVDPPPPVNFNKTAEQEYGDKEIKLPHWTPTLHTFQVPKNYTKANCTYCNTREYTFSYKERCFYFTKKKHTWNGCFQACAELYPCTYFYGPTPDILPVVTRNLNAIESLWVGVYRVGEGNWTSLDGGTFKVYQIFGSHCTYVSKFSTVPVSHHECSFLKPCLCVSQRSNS
hK5 inh: human KLK5 protease inhibitors, primary screen, biochemical, 1536-well | hit rate 0.59% among 210,000 | inhibition, % at 5 µM | Kallikrein-5 (Homo sapiens), Q9Y337 | recombinant hK5, fluorogenic AMC substrate cleavage;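 active = inhibition of 40% or more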;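 note: 0% = enzyme controls without compound and 100% = no-enzyme blanks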
Target sequence (Q9Y337 67-293 limits assumed): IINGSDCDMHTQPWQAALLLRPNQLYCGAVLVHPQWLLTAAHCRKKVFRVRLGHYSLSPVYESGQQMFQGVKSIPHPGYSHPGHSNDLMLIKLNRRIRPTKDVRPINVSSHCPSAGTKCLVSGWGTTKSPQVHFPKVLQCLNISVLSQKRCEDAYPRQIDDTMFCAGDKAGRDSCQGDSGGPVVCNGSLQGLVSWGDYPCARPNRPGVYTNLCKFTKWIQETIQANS
Rad51 HR inh: human RAD51 strand exchange inhibitors, primary screen, biochemical, fluorescence; DNA repair protein RAD51 homolog 1 (Homo sapiens), Q06609; hRad51 DNA strand exchange, fluorescence dequenching; inhibition, % at 10 µM; hit rate 0.085% among 200,000; AID 1385, 2008;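 active = inhibition above 40% at the single screening dose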;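 note: 0% = DMSO control wells and 100% = blanks with heterologous ssDNA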
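Assay system: Human Rad51 nucleoprotein filaments preassembled on unlabelled ssDNA | Reagent: Donor/quencher-labelled 47-bp dsDNA substrate | Doses: One concentration, 10 µM final | Times: 37 °C 15-min filament assembly, 30-min compound preincubation, 15-min exchange | Technique: Fluorescein emission 520 nm, excitation 485 nm | Benchmarks: Plate control and blank wells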
* hit, by the source's call; · = not tested or not shown; [ ] = remark or other dose.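 Rule for the calls, unless noted: active = inhibition above about 30% (limit read from the data); inactive = the rest.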

SMILES	Furin inhibitor	Cl transport mod	eIF4E-4G inh	NCF1 inh	14-3-3 Bad inh	thrombin 1536	EBV gp42 inh	hK5 inh	Rad51 HR inh
Cc1ccc2nc(SC(C)C(=O)N3CCOCC3)[nH]c2c1 (stereo unspecified)	-19	-0.28	-1	4	-14	-4	-3	-1	-21
O=S(=O)(Nc1cccc(Cl)c1)c1ccc2oc(=S)[nH]c2c1	-12	0.17	2	0	-2	-3	-4	-1	-1
C[C@@H](C(=O)NCc1ccc(S(C)(=O)=O)cc1)[C@H]1C[C@]1(C)[C@H](NC(=O)OCc1ccccc1)c1ccccc1	-13	-0.54	2	0	9	-1	0	-9	0
CN(C)c1ccc(N/C(N)=N/c2nc(C(F)(F)F)cc(C(F)(F)F)n2)cc1	-14	0.036	14	1	-14	1	-10	-2	11
Cc1csc(Sc2nc3c(c(=O)[nH]c(=O)n3C)n2CCCc2ccccc2)n1	-13	0.1	3	-5	5	-15	-12	-4	7
c1nc2n(n1)C1=C(CCCC1)C1(CCCCC1)N2	-24	1.4	-1	-14	-1	-4	-4	19	0
Cc1ccc(S(=O)(=O)NNC2=NS(=O)(=O)c3ccccc32)c(C)c1	-26	0.62	-1	2	-2	10	-3	-15	-9
O=C(c1ccc(F)cc1)N1CCN2C(=O)c3ccccc3C12c1ccccc1 (stereo unspecified)	-13	-0.35	-2	-6	-3	-7	-14	1	9
O=C(CCCc1nc2ccccc2s1)NCc1ccccc1F	-33	-2.7	-1	-4	-3	0	-9	10	14
CCOCC(=O)Nc1ccc(S(=O)(=O)NCCc2ccccc2)cc1	-16[20 µM]	-0.39	-1	-5	0	4	-17	-1	-6
COCCCNc1ncnc2c1cnn2-c1ccc(C)cc1C	-24[20 µM]	0.2	3[fluorescence artefact?]	2	-5	9	1	21	4
Cc1noc(C)c1CSc1nc2sc3c(c2c(=O)n1C)CCCC3	-5[20 µM]	-0.3	-37	-3	-5	-3	-15	-21	7
COc1cc(C)c(Br)cc1S(=O)(=O)N1CCOCC1	-27[20 µM]	-1.8	3	-2	0	-8	-1	8	-4
O=C(Nc1cc(=O)[nH]c2ncnn12)c1ccccc1	-4[20 µM]	0.98	3	-14	-14	4	-7	-6	6
Cc1ccc(C2c3c(oc4ccccc4c3=O)C(=O)N2c2nncs2)cc1 (stereo unspecified)	-19	0.21	3	6	5	-5	-11	0	-5
COc1ccccc1N1CCN(Cc2ccc(O)c3ncccc23)CC1	-17[20 µM]	-0.01	6	-4	-3	0	-15	-13	4
COc1ccc(CCN(C(=O)c2cccc(F)c2)C2CC(=O)N(c3ccccc3)C2=O)cc1 (stereo unspecified)	-1	0.051	-5[fluorescence artefact?]	-24	-11	-6	-8	-5	1
COC(=O)CC1C(=O)NCCN1C(=S)NC(=O)CCc1ccccc1 (stereo unspecified)	-17	0.17	1	15	-5	-4	1	-11	-13
COc1cc(C)ccc1OCCOc1ccccc1Cl	-19[20 µM]	2.2	2	-1	-2	3	-11	-17	·
CCc1ccc(C2=NN(CCC(=O)NC(C)CCc3ccccc3)C(=O)CC2)cc1 (stereo unspecified)	-8	-1.2	-1	1	-12	-10	12	-8	-22
O=C1Cc2ccccc2C(c2ccc(Cl)cc2Cl)N1 (stereo unspecified)	-24	-0.5	-13	-11	-2	-1	-2	2	-1
C=CCc1cccc2cc(C(=O)NNC(=O)CC#N)c(=O)oc12	-12	0.039	4	-20	0	5	-8	0	10
FC(F)(F)c1cccc(NC(=S)NCCc2ccccn2)c1	-13	0.11	5[fluorescence artefact?]	8	-25	2	8	4	9
Cc1ccc(/C=N/NS(=O)(=O)c2ccccc2)o1	-11	-0.00078	0	6	-9	-10	0	-8	·
Nc1c(S(=O)(=O)c2cccs2)c2nc3ccccc3nc2n1Cc1cccs1	-13	-0.29	-1	-15	-8	-6	14	-32	1
New compounds follow.
SMILES	Furin inhibitor	Cl transport mod	eIF4E-4G inh	NCF1 inh	14-3-3 Bad inh	thrombin 1536	EBV gp42 inh	hK5 inh	Rad51 HR inh
O=C(Oc1cccc2c(OC(=O)N3CCOCC3)cccc12)N1CCOCC1	-15[20 µM]	-0.24	-4	1	-5	3	-27	4	-6
O=C(Nc1nccs1)c1cccc(NC(=O)C(F)(F)F)c1	-13	-0.61	3	-5	1	-5	-22	0	-22
COc1ccc(/C=C/C(=O)OCCCN(C)C)cc1	-8	-1.3	4	-2	-3	-3	-4	-7	-1
COc1cc2c(=O)n(Cc3ccccc3)c(=O)n(CC(=O)C(C)(C)C)c2cc1OC	-8	1	1	5	3	0	-6	1	0
CC(=O)Nc1cccc(NC(=O)c2cc(-c3cccnc3)nc3ccc(Cl)cc23)c1	-15	-0.19	0	3	9	-3	-2	-3	·
COc1ccc(NC(=O)c2ccc(-c3ccccc3)cc2)cc1NS(=O)(=O)c1ccc(F)cc1	-17	-1.7	4[fluorescence artefact?]	-22	-18	1	0	-21	2
O=C(NC1CCS(=O)(=O)C1)c1cc(-c2ccccc2)nc2ccccc12 (stereo unspecified)	-15	0.58	1	6	-7	0	-1	0	18
N#CC(c1ccccc1F)(c1ncc(C(F)(F)F)cc1Cl)N1CCOCC1 (stereo unspecified)	-27[20 µM]	·	12	-9	-4	3	-14	-13	0
CCCn1c(=N)c(C#N)cc2c(=O)n3ccccc3nc21	-106	0.11	7[fluorescence artefact?]	8	2[fluorescence artefact?]	-11	-11	-21	·
COc1cc(/C=N/NC(=S)Nc2cccnc2)cc(OC)c1OC	1	0.055	-4	2	-16	-3	-5	1	-18
CC(C)(C)OC(=O)N1CCC[C@H]1c1nnc(SCc2ccc(Cl)cc2)o1	-15	-0.88	-3	-3	-6	2	-8	5	·
Cc1ccc(N(CC(=O)N2CCCCC2)S(=O)(=O)c2ccc(C)cc2)cc1	-8	-0.3	-2	-7	-6	·	-12	-5	2
CCOC(=O)NC1(Nc2ccc(Cl)cn2)Oc2ccccc2O1	-19	0.66	-1	2	-8	10	-3	19	-1
CC(C)(C)c1ccc(OCCON2C(=O)CCC2=O)c(Cl)c1	-8[20 µM]	·	3	1	-7	-3	2	-2	-4
c1ccc2c(NC3=NCCCCS3)cccc2c1	-16[20 µM]	0.092	4	0	0	-5	4	-5	5
O=C(c1ccccc1)N1CCN(c2ccc([N+](=O)[O-])cc2-n2cccc2)CC1	-13	-1	-8	-10	1	-5	-1	2	·
Cc1cccc(NC(=O)c2cc(NC(=O)CCCC(=O)O)ccc2Cl)n1	-6[20 µM]	-0.41	-3	-9	-1	2	-11	-9	8
Cc1ccc(S(=O)(=O)/N=c2\ccc(Cl)cn2C(F)F)cc1	10	0.22	-3	-15	-12	-6	-21	3	3
Cc1sc2ncnc(NCC3COc4ccccc4O3)c2c1C (stereo unspecified)	-12	-1.8	0[fluorescence artefact?]	-11	2	-9	4	-5	-7
O=C(Nc1ccccc1Cl)c1csc(-c2cccnc2)n1	-21	-0.31	-8	-10	-2	-3	-5	-1	-15
Cc1c(S(=O)(=O)N2CCN(C(=O)c3ccco3)CC2)c(=O)n(C)c(=O)n1C	-26	0.017	0	-5	1	-8	-6	-21	3
CCC(CC)C(=O)Oc1c(Sc2ccccc2[N+](=O)[O-])c(C)nn1C(C)(C)C	-18	0.094	-1	-5	1	-8	-16	2	2
O=C(O)c1ccc(NS(=O)(=O)c2cccc3cccnc23)cc1	-17	0.72	1[fluorescence artefact?]	-5	-6	-8	-5	23	6
COc1ccccc1N1CCN(C(=O)CN2C(=O)c3cccc4cccc(c34)C2=O)CC1	-21	-0.75	6	-3	-9	-3	-20	4	8
CCCn1nc(Oc2nc(SC)nc(N(C)C)n2)ccc1=O	-14	·	-1	-6	-8[fluorescence artefact?]	-2	-4	12	-11

Fetched by structure from above:
SMILES	Furin inhibitor	Cl transport mod	eIF4E-4G inh	NCF1 inh	14-3-3 Bad inh	thrombin 1536	EBV gp42 inh	hK5 inh	Rad51 HR inh
Cc1sc2ncnc(NCC3COc4ccccc4O3)c2c1C (stereo unspecified)	-12	-1.8	0[fluorescence artefact?]	-11	2	-9	4	-5	-7
Cc1ccc(S(=O)(=O)/N=c2\ccc(Cl)cn2C(F)F)cc1	10	0.22	-3	-15	-12	-6	-21	3	3

Given with values under each structure: part of the list above.
Values run as follows: Furin inhibitor	Cl transport mod	eIF4E-4G inh	NCF1 inh	14-3-3 Bad inh	thrombin 1536	EBV gp42 inh	hK5 inh	Rad51 HR inh
COc1cc(C)c(Br)cc1S(=O)(=O)N1CCOCC1
  -27[20 µM]	-1.8	3	-2	0	-8	-1	8	-4
CC(C)(C)c1ccc(OCCON2C(=O)CCC2=O)c(Cl)c1
  -8[20 µM]	·	3	1	-7	-3	2	-2	-4
Cc1ccc2nc(SC(C)C(=O)N3CCOCC3)[nH]c2c1 (stereo unspecified)
  -19	-0.28	-1	4	-14	-4	-3	-1	-21
C=CCc1cccc2cc(C(=O)NNC(=O)CC#N)c(=O)oc12
  -12	0.039	4	-20	0	5	-8	0	10

Next section.
SMILES	Furin inhibitor	Cl transport mod	eIF4E-4G inh	NCF1 inh	14-3-3 Bad inh	thrombin 1536	EBV gp42 inh	hK5 inh	Rad51 HR inh
COc1ccc(CCNC(=O)C2CCN(S(=O)(=O)N3CCCCC3)CC2)cc1OC	-19	·	3[fluorescence artefact?]	-5	2[fluorescence artefact?]	-5	-1	-9	·
CCOCCn1c(SCc2ccccc2)nc2c1c(=O)[nH]c(=O)n2C	-9	-0.023	-17	-8	2	-3	-9	2	7
O=c1c2ccccc2nc(N2CCN(c3ccccc3)CC2)n1Cc1ccccc1	-12	-0.41	2	-11	3	-10	4	-19	-12
O=C(N/N=C/C=C/c1ccccc1)c1cccs1	20	-2.4	-6	2	-8	-1	-1	5	·
CCOc1ccc(/C=C/C(=O)CCC(=O)O)cc1	-14	·	0	-2	-6	1	-17	-2	·
Cc1ccc(NNc2c(C)nc3ccccc3nc2=O)cc1	-13	-0.18	-3	-6	-1	-3	-5	-1	-13
Cc1ccc(/C=N/NC(=O)C2(C)CC2(Br)Br)cc1 (stereo unspecified)	-14	-0.092	5	-10	1	1	-5	-23	-13
CC(C)CCn1cnc2c(c1=O)c1nc3ccccc3nc1n2Cc1ccc2c(c1)OCO2	-19	-0.36	1	-7	-1	-1	-18	-5	-4
COc1cc(OC)c(NS(=O)(=O)c2cc(C(=O)OCC(=O)NCC3CCCO3)ccc2OC)cc1Cl (stereo unspecified)	-28	0.56	-2	-13	-12	2	-8	-10	14
Brc1ccc(-c2ncc(-c3ccccc3)cn2)cc1	-19[20 µM]	0.47	-6	6	-7[fluorescence artefact?]	-7	-6	-19	-13
CC(C)c1ccc(-c2noc(C3CCCN(S(C)(=O)=O)C3)n2)cc1 (stereo unspecified)	-12[20 µM]	·	0	-1	-19	-8	-7	-9	-3
Cc1c(NC(=O)c2ccc3c(c2)OCO3)c(=O)n(-c2ccccc2)n1C	-4[20 µM]	-0.9	3	2	9	-1	-14	-12	3
COc1cc([N+](=O)[O-])cc2cc(C(=O)N3CCCC3)c(=O)oc12	-17	0.38	6	-2	-5	9	0	-2	6
